RGS4-Gao reg: human RGS4-Galphao interaction regulation; actives 0.33% (n = 220,000); Multiplexed bead flow cytometry, RGS4-Galphao binding; actives lie on both sides; AID 1415; binding response (% of control), % at 10 µM; P09471; in the data active = binding response below about 49% or above about 150%; inactive = in between;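 note: fluorescent Galphao activated with aluminum fluoride binding bead-coupled RGS4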
Target sequence (P09471 whole entry, looked up): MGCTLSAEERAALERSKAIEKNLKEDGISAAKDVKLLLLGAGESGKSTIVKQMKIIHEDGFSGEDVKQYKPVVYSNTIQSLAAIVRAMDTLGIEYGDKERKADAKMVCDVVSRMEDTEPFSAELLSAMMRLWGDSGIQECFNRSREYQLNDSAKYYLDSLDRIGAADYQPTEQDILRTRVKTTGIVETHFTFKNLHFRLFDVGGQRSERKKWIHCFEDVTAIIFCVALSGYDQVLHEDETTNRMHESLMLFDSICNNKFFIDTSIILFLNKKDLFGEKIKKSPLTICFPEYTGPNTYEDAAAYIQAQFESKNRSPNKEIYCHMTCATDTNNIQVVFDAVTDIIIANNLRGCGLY
RGS8-Gao: regulators of human RGS8-Galphao interaction | multiplexed bead flow cytometry, RGS8-Galphao binding; actives lie on both sides | response (percent of control binding), % at 10 µM | actives 0.34% (n = 220,000) | AID 1423; in the data active = response below about 60% or above about 140%; inactive = in between;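 note: Galphao activated as the GDP aluminium fluoride complex binding bead-coupled RGS8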
Bcl-XL Bim block: human Bim-Bcl-XL interaction inhibition; inhibition, % at 10 µM; Bim peptide-Bcl-XL binding, bead flow cytometry, fluorescence; Q07817; actives 0.04% (n = 190,000); AID 1007
Mcl-1 Bim block: disrupts Bim peptide binding to human Mcl-1; Q07820; Bead-based flow cytometry, Bim peptide-Mcl-1 binding; inhibition, % at 10 µM; actives 0.1% (n = 190,000); AID 1009;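 note: 0% = no compound tracer wells and 100% = peptide blocker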
Target sequence (Q07820 whole entry, looked up): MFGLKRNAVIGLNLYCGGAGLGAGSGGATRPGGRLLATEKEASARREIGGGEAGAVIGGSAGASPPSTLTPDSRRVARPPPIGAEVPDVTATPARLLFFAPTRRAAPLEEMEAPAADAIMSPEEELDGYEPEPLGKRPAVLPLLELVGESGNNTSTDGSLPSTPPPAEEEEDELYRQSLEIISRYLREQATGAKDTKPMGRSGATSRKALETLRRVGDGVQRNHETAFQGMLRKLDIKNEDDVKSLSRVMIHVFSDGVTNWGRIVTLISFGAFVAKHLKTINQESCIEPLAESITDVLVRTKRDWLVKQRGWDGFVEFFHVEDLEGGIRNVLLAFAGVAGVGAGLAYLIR
Mcl1-Bid inh: Mcl-1/Bid interaction inhibition; Q07820; inhibition, % at 21.7 µM; TR-FRET Mcl-1/Bid-Dy647 peptide binding, 1536-well; actives 0.97% (n = 220,000);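 active = compounds that cut the binding signal by more than half at the single screening dose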;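 note: His-tagged Mcl-1 with europium anti-His antibody binding Bid BH3 peptide; 0% = Mcl-1 plus peptide wells and 100% = peptide-only wells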
Bcl-B Bim block: inhibitors of Bim-Bcl-B interaction, human; Q9HD36; bead-based flow cytometry, Bim peptide-Bcl-B binding; inhibition, % at 10 µM; actives 0.073% (n = 190,000); AID 951;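 note: 0% = tracer peptide without compound and 100% = reference inhibitor peptide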
RGS7-Gao: modulates binding of RGS7 to human Galphao | Multiplexed bead flow cytometry; actives lie on both sides | binding response (% of control), % at 10 µM | actives 0.35% (n = 220,000) | P09471; in the data active = binding response below about 49% or above about 150%; inconclusive = no clear call, values can overlap the other calls; inactive = in between;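 note: fluorescent Galphao held in activated GDP-AlF4 state binding bead-coupled RGS7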
Bcl-2 Bim block: human Bim-Bcl-2 interaction inhibition. actives 0.06% (n = 190,000). P10415. Bead-based flow cytometry, Bim peptide-Bcl-2 binding. inhibition, % at 10 µM; in the data active = inhibition above about 40%; inconclusive = no clear call, values can overlap the other calls;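 note: 0% = no compound wells with probe peptide and 100% = reference peptide inhibitor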
Target sequence (P10415 whole entry, looked up): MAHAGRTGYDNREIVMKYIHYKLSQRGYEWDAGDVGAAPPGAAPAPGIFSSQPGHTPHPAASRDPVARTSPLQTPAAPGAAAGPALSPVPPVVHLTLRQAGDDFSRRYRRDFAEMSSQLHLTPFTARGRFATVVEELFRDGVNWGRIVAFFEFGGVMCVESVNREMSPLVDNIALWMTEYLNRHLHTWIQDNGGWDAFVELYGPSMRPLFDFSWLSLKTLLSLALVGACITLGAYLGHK
Bim-Bfl-1: disrupts Bim binding to human Bfl-1 | Q16548 | Bead-based flow cytometry, Bim-Bfl-1 binding inhibition | inhibition, % at 10 µM | actives 0.12% (n = 190,000) | AID 1008;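 note: 0% = wells without compound plus tracer and 100% = blocker peptide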
GSH fluor: GSH bead compound fluorescence profile | actives 0.25% (n = 190,000) | fluorescence (KMESF) at 10 µM | GSH beads flow cytometry, compound fluorescence 488/530 nm; stronger effect = higher value; in the data active = fluorescence above about 89;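 note: glutathione beads carrying GST-tagged Bcl family fusion proteins plus one bare bead set; values are compound well signal with DMSO vehicle wells as background; inactives centre near 16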
Bcl-W Bim block: inhibitors of Bim-Bcl-W interaction, human | Q92843 | bead-based flow cytometry, Bim peptide-Bcl-W binding | inhibition, % at 10 µM | actives 0.02% (n = 190,000) | AID 952;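 note: 0% = bound tracer without compound and 100% = peptide blocker; higher means less fluorescent Bim peptide bound to Bcl-W beads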
* marks the source's active call; other numbers are inactive results; ? = inconclusive; / = no result given; [ ] = another dose, or the depositor's remark. Cut-off read from the data, not from the text of the source, unless noted: active = inhibition above about 40%.

SMILES	RGS4-Gao reg	RGS8-Gao	Bcl-XL Bim block	Mcl-1 Bim block	Mcl1-Bid inh	Bcl-B Bim block	RGS7-Gao	Bcl-2 Bim block	Bim-Bfl-1	GSH fluor	Bcl-W Bim block
NC(=O)c1ccc(-n2nnnc2SCC(=O)Nc2ccccc2-c2ccccc2)cc1	97	102	-3	-5	22	-8	94	-13	-6	27	-2
Cc1ccc(S(=O)(=O)c2nnn3c2nc(N2CCCCC2)c2ccccc23)cc1	101	104	-5	-1	-4	-5	101	-7	-15	9	-1
COc1ccc2c(c1)Cc1sc(NC(=O)c3cccs3)nc1-2	97	88	0	-3	-17	-3	96	0	0	40	-3
Cc1ccc(-c2nnc(OCc3cccnc3)c3ccccc23)cc1	101	105	0	3	-9	-3	100	0	-2	26	-1
COc1ccc(N=c2scc(-c3ccc(S(=O)(=O)N4CCOCC4)cc3)n2CCCO)cc1	101	102	-9	-5	32	-11	103	-14	-15	19	1
Cc1ccc(S(=O)(=O)N2CCN(CC(=O)Nc3ccc([N+](=O)[O-])cc3)CC2)cc1C	94	97	-5	-7	-5	-4	101	-5	-2	6	-2
COc1cc(/C=N/NC(=O)c2ccc(CN(C)S(=O)(=O)c3ccc(C)cc3)cc2)ccc1O	102	103	-2	0	5	-6	106	-1	-3	13	-4
CCOCc1nnc(NC(=O)CCc2ccccc2)s1	98	100	-2	-1	15	-2	100	-1	-1	13	-2
Cc1ccc2c(c1)C(c1ccccc1)N(C(=O)c1ccc(Br)o1)CC(=O)N2 (configuration not stated)	101	100	-3	0	-18	-2	104	-7	-11	18	-1
CC1=CCC(C(=O)O)(C(=O)N/N=C/c2cccnc2)C(c2ccccc2)C1 (configuration not stated)	97	99	-1	2	-24	0	?	0	-3	12	1
CCOC(=O)Cn1c(=O)c2c(nc3n2CCN3Cc2ccccc2)n(C)c1=O	99	100	2	-2	-47	0	98	-3	0	16	1
CCOC(=O)Cc1c(C)nc2c(-c3ccccc3)c(C)[nH]n2c1=O	96	104	0	1	-102	1	96	1	-5	57	-1
O=c1[nH]cc(NCCc2ccccc2)c(=O)[nH]1	100	102	-1	2	-24	0	104	-3	-3	16	-1
CCCn1c(N)c(C(=S)NC(=O)C2CC2)c(=O)n(C)c1=O	102	97	-14	-9	-14	-8	99	-11	-8	10	-9
O=C(Cc1ccc(Cl)cc1)NCC(=O)N1CCCC1	101	101	-4	0	-13	-5	99	-6	-11	24	1
COc1ccc(OCCSc2nnc(CCNC(=O)c3ccc(OC)cc3)n2C)cc1	101	101	0	-1	2	0	100	-1	-1	12	0
CCSCC1COC(c2cccn2Cc2ccc(C)cc2)=N1 (configuration not stated)	93	100	1	-2	-22	-3	91	-7	0	26	-3
Cc1ccc(NC(=O)CSc2nnc(-c3cccs3)o2)cc1S(=O)(=O)N(C)C	106	107	2	4	-18	1	113	-1	-4	8	1
CC(C)C(NC(=O)c1ccccc1)C(=O)NCCc1ccccc1 (configuration not stated)	107	105	5	3	-17	-3	109	3	-2	21	3
COc1cc(NC(=O)CSCc2cnn(-c3ccccc3)c2-n2cccc2)cc(OC)c1	96	100	-7	-4	-11	-6	101	-10	-20	25	-1
O=C(CSCc1c(Cl)cccc1Cl)NN1C(=O)c2ccccc2C1=O	103	102	-6	-2	-8	-5	104	-7	-5	82	-4
NC(=O)c1ccc(-n2nnnc2SCc2ccccc2)cc1	98	94	-6	5	-4	-8	99	-7	-9	5	4
CC(OC(=O)CNC(=O)C12CC3CC(CC(C3)C1)C2)C(=O)Nc1ccc(N2CCOCC2)cc1 (configuration not stated)	102	104	4	0	-35	5	105	0	6	54	6
COC(=O)c1ccccc1NC(=O)c1cnn2cccnc12	99	99	-2	-1	-21	0	100	1	-5	21	0
CN1CCC(=NNC(=O)CSCc2ccccc2)CC1	102	104	4	1	-15	-6	104	-5	-7	33	1
CC1(C)CC(=O)C2=C(C1)Nc1ccccc1N(C(=O)C1CC1)C2c1ccco1 (configuration not stated)	100	104	-1	0	-27	-8	100	-4	-6	15	1
COc1ccc(C(NC(=O)/C=C\c2ccco2)c2ccc(OC)c(OC)c2)cc1 (configuration not stated)	100	100	-8	-7	-17	-11	96	-11	-15	28	-2
CCOc1ccccc1NC(=O)c1ccc2nccnc2c1	98	100	2	0	-4	-6	102	-6	-9	27	0
O=C1CC(N2CCN(c3ccc(S(=O)(=O)N4CCCC4)cc3)CC2)C(=O)N1c1ccc(F)cc1 (configuration not stated)	100	101	-6	-4	-30	-9	100	-8	-17	30	0
CCOc1ccc(C(CC(=O)O)NC(=O)c2ccco2)cc1 (configuration not stated)	100	91	/	/	1	/	97	?	/	30	/
CC1Cc2ccccc2N1C(=O)CN1C(=O)COc2ccccc21 (configuration not stated)	99	100	0	0	-3	-3	98	0	-3	12	-2
Cn1cnnc1SCC(=O)NNC(=O)c1ccc(Cl)cc1	108	108	-4	0	0	-3	110	0	1	17	-2
CCCCNC(=O)Nc1nnc(-c2ccccc2)o1	92	102	0	2	59*	-3	98	-4	-13	15	0
O=C(NCCN1CCN(Cc2ccccc2Cl)CC1)Nc1ccccc1	100	104	-4	-3	-67	0	99	-3	-4	15	-2
Cc1ccc2c(c1)NC(=O)C(CC(=O)NCCCN1CCCC1=O)O2 (configuration not stated)	104	103	-7	0	-6	-9	106	-10	-12	23	0
O=C(Cn1nnc(-c2ccc(CN3CCOCC3)cc2)n1)NC1CCCCC1	99	100	-10	-4	9	-11	101	-12	-18	31	-2

Three entries drawn at random from the list so far:
SMILES	RGS4-Gao reg	RGS8-Gao	Bcl-XL Bim block	Mcl-1 Bim block	Mcl1-Bid inh	Bcl-B Bim block	RGS7-Gao	Bcl-2 Bim block	Bim-Bfl-1	GSH fluor	Bcl-W Bim block
Cc1ccc2c(c1)NC(=O)C(CC(=O)NCCCN1CCCC1=O)O2 (configuration not stated)	104	103	-7	0	-6	-9	106	-10	-12	23	0
O=C(NCCN1CCN(Cc2ccccc2Cl)CC1)Nc1ccccc1	100	104	-4	-3	-67	0	99	-3	-4	15	-2
CN1CCC(=NNC(=O)CSCc2ccccc2)CC1	102	104	4	1	-15	-6	104	-5	-7	33	1

The list continues.
SMILES	RGS4-Gao reg	RGS8-Gao	Bcl-XL Bim block	Mcl-1 Bim block	Mcl1-Bid inh	Bcl-B Bim block	RGS7-Gao	Bcl-2 Bim block	Bim-Bfl-1	GSH fluor	Bcl-W Bim block
COc1ccc(C(=O)CSc2nc3ccc([N+](=O)[O-])cc3[nH]2)cc1	100	100	-5	-5	40	1	97	-11	-5	20	-2
O=C(Nc1cccc(F)c1)NC1(C(=O)N2CCOCC2)CCCCC1	103	104	-13	-22	-2	-3	100	-4	-3	8	-6
Cc1ccccc1-c1nc2ccccc2c(=O)n1/N=C/c1ccccc1[N+](=O)[O-]	102	101	0	1	-12	-5	105	-1	-7	76	-2
O=C(CNC(=O)c1ccccc1)NCC(=O)OCc1ccccc1Cl	97	95	-4	-2	-29	-7	?	-5	-6	15	-2
CCC(C)[C@H](N)c1nnc(SCc2cccc(F)c2)o1 (some centres not stated)	99	101	1	1	1	-3	97	-4	-5	55	0
Cc1nc2cc(C(=O)OCC(=O)Nc3cccc(Cl)c3)ccc2n1-c1ccccc1	100	100	0	-1	-13	-3	100	-6	-1	11	-3
O=C(NCc1ccc(F)cc1)c1cccc(S(=O)(=O)N2CCCC2)c1	102	103	0	-6	-4	-3	103	-5	0	21	-3
O=C(COC(=O)CN1C(=O)C2CC=CCC2C1=O)Nc1cc(C(F)(F)F)ccc1N1CCOCC1 (configuration not stated)	99	103	-4	-1	-16	-7	100	-5	-14	23	1
CC1CCCC(NC(=O)COC(=O)Cc2c[nH]c3ccccc23)C1C (configuration not stated)	100	101	0	0	-30	0	97	-2	-4	15	0
COC(=O)c1cc(C(=O)CC(C)C)c[nH]1	103	101	-5	-2	-17	-6	104	-5	-6	20	-4
CCOCc1nnc(NC(=O)CSCc2ccccc2)s1	99	100	-5	0	-16	-8	120	-9	-8	12	-2
CCS(=O)(=O)c1ccc2oc(SCC(=O)NC34CC5CC(CC(C5)C3)C4)nc2c1	102	102	-9	-4	10	-9	99	-11	-15	38	0
CCOc1ccc(C(=O)OCC(=O)Nc2ccc(SC(F)F)cc2)cc1OCC	102	103	-1	0	-8	-3	101	-2	0	21	-1
COc1ccc(C(=O)C[n+]2ccccc2C)cc1	104	100	-6	0	-3	-8	101	-6	-8	9	-3
CCN1CCN(C(c2cccs2)C(C)NC(=O)CC(C)C)CC1 (configuration not stated)	83	90	-12	-5	-5	-9	84	-10	-14	32	-3
Cc1c(Cl)sn(-c2ccc(Cl)cc2)c1=O	97	80	-7	-2	-20	-55	96	2	25	13	0
O=c1c(Cc2c(F)cccc2Cl)c(O)ccn1CCc1ccccn1	106	103	0	0	-32	0	112	-4	-5	11	0
O=C(c1ccccc1NS(=O)(=O)c1cccs1)N1CCCC1	100	103	-4	0	-9	-8	101	-14	-17	24	-1
O=C1N=C(N2CCN(c3ccccc3)CC2)S/C1=C\c1cn[nH]c1-c1ccccc1	99	102	-5	-3	-26	-3	97	0	-2	23	-1
O=C(Nc1nccs1)C1C2CC3OC(=O)C1C3C2 (configuration not stated)	100	98	-1	-1	6	-2	99	1	-2	18	0
COc1ccc(NC(=O)COC(=O)CCCOc2ccc(Cl)cc2Cl)cc1Cl	98	103	-7	-5	-14	-5	103	-5	-4	7	-3
COC(=O)c1ccccc1NC(=O)CN1CCC(C(=O)c2ccc3c(c2)OCCO3)CC1	99	97	-10	-4	-12	-7	100	-9	-10	48	0
CNC(=O)C(C)c1ncc(C(F)(F)F)cc1Cl (configuration not stated)	98	97	-2	1	-13	-3	103	-2	-3	17	2
COc1cc(OC)c(CNC2CCCCCC2)cc1Br	106	101	-2	0	18	-3	100	-2	-4	10	-4
Cc1cccc(CSCCNC(=O)c2ccc(CN3CCOCC3)cc2)c1	108	107	-3	-3	-4	-1	104	-1	0	9	-1
O=C(NCc1nc2ccccc2[nH]1)C1=C[C@@H](c2csc3ccccc23)C[C@@H](OCc2ccc(CO)cc2)O1	101	102	-1	0	5	-5	101	-5	-8	19	0
CN(C)C(=O)CSc1nnc(C23CC4CC(CC(C4)C2)C3)o1	101	101	0	-1	-5	-4	99	-2	-4	18	-4
Cc1cccc(N/N=C2/COC(C)(C)CC2=O)c1	108	105	-1	-1	-44	-1	110	3	0	6	0
Cc1ccc(C(=O)Nc2ccc(S(=O)(=O)N3CCOCC3)cc2)cc1	151*[activator]	94	-1	1	-4	-2	365*[activator]	-2	-6	22	-1
CCN(C(=O)CSc1nnc2c3ccccc3n(CC)c2n1)C1CCS(=O)(=O)C1 (configuration not stated)	102	100	2	-4	-15	-3	103	-1	-8	10	-2
COc1ccc(Nc2oc(COc3cccc(C)c3)nc2C#N)cc1	100	101	-5	-2	-18	-8	101	-10	-16	30	-2
COc1ccc(NC2=C(c3ccc(OC)cc3)C(=O)c3ccccc32)cc1	92	83	0	0	-27	1	93	5	0	11	1
Cc1ccccc1OCC(=O)OCC(=O)Nc1ccc(S(N)(=O)=O)cc1	98	100	3	3	-18	0	91	0	-1	16	2
CN(CCOC(=O)/C=C/c1ccccc1)C(C)(C)C	102	104	-2	-2	5	-3	100	0	0	6	0
O=[N+]([O-])c1ccc(C2Nc3cccc4cccc(c34)N2)cc1	96	108	-10	-9	-64	-4	104	-8	-3	19	-4

Source: PubChem (several laboratories)

Outcome played no part in choosing rows; any-hit rate near 1.8%.
